HTR1E agonist: 5-HT1E receptor agonists, primary screen, cell-based, HTS; 5-hydroxytryptamine receptor 1E (Homo sapiens), P28566; CHO 5-HT1E Ga15 NFAT-bla reporter, FRET; 0% DMSO wells, 100% control agonist wells; activation, % at 6 µM; hit rate 0.69% among 65,000; AID 574, 2007;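 active = activation above a set limit, the screen-wide mean activation plus 3 SD, cut at about 8.5% in these data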;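 note: 100% = positive control agonist at 1 µM giving full maximal response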
HEK293 NFkB inh: inhibitors of PMA/ionomycin-induced NF-kB reporter, primary screen, antigen receptor NF-kB inhibitor project, cell-based, HEK-293 luciferase reporter, luminescence; HEK-293 NF-kB luciferase reporter; inhibition, % at 3 µM; hit rate 0.21% among 62,000; AID 465, 2006;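 active = inhibition above the mean of all tested compounds plus 3 SD, cut at about 40% in these data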;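 note: 0% = stimulated DMSO wells and 100% = 10 µM reference inhibitor 5653914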
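Reagent: PMA plus ionomycin mix as NF-kB-activating stimulus. Assay system: NF-kB luciferase reporter HEK-293 cells. Technique: luminescence from luciferase substrate reagent. Incubation: 1 h compound pre-incubation, 16 h PMA/ionomycin at 37 °C. Benchmarks: DMSO only as uninhibited control, 10 µM reference inhibitor as full inhibition. Repeats: tested once.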
M1 antagonist: antagonists of rat M1 muscarinic receptor; Muscarinic acetylcholine receptor M1 (Rattus norvegicus), P08482; CHO-M1 cells, Fluo-4 calcium, ACh EC80 antagonist mode; active compounds read low; B-score at 10 µM; hit rate 3.4% among 64,000; AID 628, 2007;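 active = calcium fluorescence response, raw or row-and-column corrected B-score, differing from the plate sample mean either way at a set confidence level, mostly lower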
Target sequence (P08482 whole entry, looked up): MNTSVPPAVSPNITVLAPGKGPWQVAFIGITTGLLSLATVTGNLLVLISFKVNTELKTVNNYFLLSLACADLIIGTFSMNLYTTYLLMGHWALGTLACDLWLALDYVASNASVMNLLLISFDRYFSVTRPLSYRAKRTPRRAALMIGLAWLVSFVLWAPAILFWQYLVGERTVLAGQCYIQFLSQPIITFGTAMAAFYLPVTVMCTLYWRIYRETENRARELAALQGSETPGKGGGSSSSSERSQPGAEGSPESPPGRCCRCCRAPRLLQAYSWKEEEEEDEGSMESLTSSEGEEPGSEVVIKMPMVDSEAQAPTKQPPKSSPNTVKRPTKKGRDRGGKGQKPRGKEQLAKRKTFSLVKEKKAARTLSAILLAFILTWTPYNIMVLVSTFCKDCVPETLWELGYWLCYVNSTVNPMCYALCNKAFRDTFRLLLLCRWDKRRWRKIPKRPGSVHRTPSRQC
HTR1E antagonist: 5-HT1E receptor antagonists, primary screen, cell-based, HTS; CHO 5-HT1E Ga15 NFAT-bla reporter, FRET, antagonist; inhibition, % at 6 µM; hit rate 0.99% among 65,000;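 active = inhibition above a set limit, the mean inhibition across every tested compound plus 3 SD, cut at about 29% in these data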;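 note: signal is the 460 over 535 nm emission ratio of beta-lactamase substrate; 0% = agonist plus DMSO wells and 100% = wells without agonist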
S1P3 ag: human S1P3 receptor agonists, primary screen, cell-based, primary and confirmation, NFAT-BLA reporter; S1P3 NFAT-BLA reporter cells, agonism, FRET ratio; relative to 1 µM S1P, basal subtracted; activation, % at 4.5 µM; hit rate 0.1% among 60,000; AID 373, 2006;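 active = activation above the screen-wide mean plus 3 SD, cut at about 4.5% in these data, passing the limit was not always enough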; note: some compounds called inactive have numbers as strong as hits
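Measure – % activation relative to 1 µM S1P (100%), per plate · System – stable CHO line with human S1P3, Gα16, NFAT-BLA reporter · Timing – cells plated overnight, compound 4 h 37 °C, substrate 2 h RT · Technique – fluorescent BLA substrate, ex 405 nm, em 460/535 nm ratio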
HER2 expr 66K: inhibitors of Her2 protein expression, primary screen, SKBR-3 cells, AlphaScreen, 66K library. AID 645, 2007. HER2 level % of control, % at 10 µM. SKBR-3 HER2 protein level, 18-24 h; active compounds read low. hit rate 0.69% among 65,000;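 active = HER2 level under 5% of the carrier-only control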;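 note: 100% = DMSO carrier and 0% = 500 nM PU-H71 HSP90 inhibitor; lower value means stronger loss of Her2 protein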
M1 agonist: M1 muscarinic receptor agonists, primary screen, CHO-M1 cells, Fluo-4 calcium, agonist mode. Fluo-4 calcium fluorescence; active compounds read high. B-score at 10 µM. Muscarinic acetylcholine receptor M1. hit rate 3% among 64,000;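 active = fluorescence rise, raw or as B-score row- and column-corrected plate score, outside the 99.7% band of its plate's samples, either direction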
S1P1 ag pot: S1P1 agonists and agonism potentiators, primary screen, cell-based, primary and confirmation screens, CRE-bla reporter; AID 449, 2006; activation, % at 9.5 µM; S1P1 CRE-bla cells, forskolin, beta-lactamase FRET, potentiator mode; S1P1 agonist co-added at EC20, 2 nM; 100% = saturating reference agonist, 0% = basal; Sphingosine 1-phosphate receptor 1 (Homo sapiens), P21453; hit rate 0.57% among 56,000;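 active = activation above a cutoff set at the mean activation of all tested compounds plus 3 SD, cut at about 54% in these data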;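 note: forskolin at 4 µM as EC80 and the EC20 agonist is SEW2871; 100% = SEW2871 at its EC100 plus forskolin at EC80; some compounds past the cut are filed as inactive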
Target sequence (P21453 whole entry, looked up): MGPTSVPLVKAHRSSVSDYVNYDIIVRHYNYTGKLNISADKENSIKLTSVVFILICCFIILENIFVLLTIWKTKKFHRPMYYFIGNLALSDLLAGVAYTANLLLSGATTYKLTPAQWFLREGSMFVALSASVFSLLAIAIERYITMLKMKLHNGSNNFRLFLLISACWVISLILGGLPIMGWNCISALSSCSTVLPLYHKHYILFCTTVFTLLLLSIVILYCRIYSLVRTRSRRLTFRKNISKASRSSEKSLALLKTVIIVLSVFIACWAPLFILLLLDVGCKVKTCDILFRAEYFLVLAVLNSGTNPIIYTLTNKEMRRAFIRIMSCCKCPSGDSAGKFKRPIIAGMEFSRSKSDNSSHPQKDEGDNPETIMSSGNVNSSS
Jurkat viability: cytotoxicity toward Jurkat T cells, primary screen, cytotoxicity control, cell-based, Jurkat E6.1, 60K MLSMR library; Jurkat E6.1 viability, ATP luminescence, 48 h; inhibition, % at 4 µM; hit rate 1.2% among 56,000;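 active = inhibition above the mean inhibition of all tested compounds plus 3 SD, cut at about 28% in these data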
* marks the source's active call; other numbers are inactive results; . = no result given. Compounds as they come. Share with any hit: about 9.2%.

Values run as follows: HTR1E agonist, HEK293 NFkB inh, M1 antagonist, HTR1E antagonist, S1P3 ag, HER2 expr 66K, M1 agonist, S1P1 ag pot, Jurkat viability
1. O=C1CC(N(O)c2ccccc2)C(=O)N1Cc1ccccc1 (centres undefined)
    -0.2, 0, ., -1, -2.1, 114, ., 5, -1
2. O=C1C2CCCN2C(c2ccc(F)cc2)N1c1cccc(Cl)c1 (centres undefined)
    0.0, 0, 0.41, -5, -0.9, 126, 0.46, -4, 2
3. Cc1cccc(NC(=O)c2cc3c(n(-c4ccccc4)c2=O)CCCC3=O)n1
    0.6, 16, -0.18, -9, -0.4, 111, 0.7, -11, -4
4. CCCCNC(=O)C1c2cc(OC)c(OC)cc2C(=O)N(C)C1c1ccc(OC)cc1 (centres undefined)
    0.1, 9, -0.02, 7, ., 63, 0.14, ., .
5. COC(=O)c1c(NC(=O)CCCC(=O)O)sc(C)c1C
    -0.7, -16, -0.00099, 7, -0.7, 115, -0.0065, -19, -3
6. Nc1c2c(nc3ccccc13)N(C1CCCCC1)CC2
    -0.3, ., -0.5, -4, -1.6, 72, 1.4, 1, .
7. Cc1ccc(C(=O)N2CCN(C3CCCCC3)CC2)s1
    0.1, 12, 0.39, -3, -1.1, 77, 0.35, -3, -3
8. COc1ccccc1CNC(=O)CCS(=O)(=O)c1ccc2c(c1)CCCN2C(C)=O
    0.0, 14, -0.24, 7, -1.0, 97, 0.56, 8, 2
9. Cc1cc(SCc2ccccc2)nc(=O)[nH]1
    0.3, 1, 0.3, 10, -1.0, 98, -0.33, -10, -4
10. CCOc1ccc(C2CC(c3ccc(OC)c(OC)c3)n3nc(N)nc3N2)cc1 (centres undefined)
    -0.8, 3, -1.5, -3, -0.8, 112, -0.47, -16, 6
11. CC1CCCCC1N=CC1=C(O)CC(C)(C)CC1=O (centres undefined)
    -0.4, 14, -1.3, 2, -1.2, 93, -0.72, -29, 0
12. Cc1nc(SCC(=O)Nc2ccc3c(c2)OCCO3)c2oc3ccccc3c2n1
    1.1, 9, 1.1, 25, ., ., -1.8, ., .
13. CC(=Nc1ccc(O)cc1)c1sc2ccccc2c1O
    -1.1, -49, -0.43, -9, -0.7, 94, 36*, 18, 4
14. CCN(CC)c1ccc(NC(=O)c2ccco2)cc1
    0.1, -30, 0, 1, -1.2, 112, -0.38, ., -2
15. CCN(CC)CCNC(=O)NC1CCCCC1
    -0.7, 13, 0.054, -2, -0.7, 128, 0.021, -29, 1
16. O=C1c2ccccc2C(=O)C1c1nccc2ccccc12
    0.9, -5, 0.13, -1, -2.2, 58, 3.7, -9, 15
17. CCOC(=O)C1=C(C)NC(=O)NC1c1ccc(OC(C)C(=O)O)c(OC)c1 (centres undefined)
    -1.4, 7, -0.13, 5, -1.1, 81, 0.54, ., -5
18. CCc1nnc(NC(=O)CSc2nnc(-c3ccoc3C)n2-c2ccc(C)cc2)s1
    0.0, 21, 0.49, -8, -0.4, 67, 0.21, -2, 2
19. C=CCN1CCN(C(c2ccccc2)c2nnnn2CCC(C)C)CC1 (centres undefined)
    -0.6, 18, -1.9, -5, -0.8, 99, 0.31, 0, 3
20. COc1ccc(CN(Cc2cc3cc4c(cc3[nH]c2=O)OCO4)C(=O)NC2CCCCC2)cc1
    0.5, 21, 0.54, -4, 0.3, 116, -1.3, -11, -8
21. COc1ccc(Cc2nnc(NC(=O)Cc3cccs3)s2)cc1OC
    0.4, 19, 0.51, 19, -0.9, 100, -0.62, -15, -3
22. COc1ccc(N(CC(=O)NCc2cccs2)S(=O)(=O)c2c(C)nn(C)c2C)cc1
    0.6, 5, 0.54, 34*, -0.9, 76, 0.059, -3, 3
23. CC1(C)Cc2[nH]c(=S)c(C#N)cc2CO1
    -0.4, ., -0.01, 8, -4.2, 105, -0.4, 1, .
24. Cc1cc(NS(=O)(=O)c2ccc(NC(=O)Cc3cccs3)cc2)no1
    0.9, 7, 1, 2, -0.2, 81, 0.93, 10, -2
25. CCN(CC)c1ccc(CN(C(=O)c2ccco2)C2CCS(=O)(=O)C2)cc1 (centres undefined)
    -0.7, 12, 0.52, -1, 0.3, 127, -0.45, 3, -1
26. O=C(c1ccc(O)cc1)c1ccc(C(=O)O)c(C(=O)O)c1
    0.4, 7, 0.047, -1, -1.1, 102, -0.062, -12, -6
27. COc1cccc(C(=O)NCC2CCCO2)c1 (centres undefined)
    1.4, 17, -0.44, 3, -1.4, 116, 1.1, -45, 1
28. O=C(NCc1ccc(F)cc1)C1CCCN(S(=O)(=O)c2cccnc2)C1 (centres undefined)
    -1.1, 20, -0.61, 1, -1.4, 97, 0.065, 7, 1
29. O=C(NC1CCCCC1)N1CCC(c2nc(-c3ccc(S(=O)(=O)N4CCCC4)cc3)no2)CC1
    0.5, 21, -0.6, 1, -1.8, 55, 1.1, -13, 9
30. CCOc1ccc(CSC2=NCCN2)cc1Cl
    0.4, 6, -1.3, 11, -1.7, 97, -0.86, 5, 6
31. COCCCNC(=O)C12CCC(C)(C(=O)C1)C2(C)C (centres undefined)
    0.9, 1, 0.45, 2, 0.1, 92, -0.13, ., -3
32. CN(C(=O)c1cccnc1)c1nnc(-c2cnccn2)s1
    0.1, 13, 0.38, -5, -0.4, 93, -0.6, -21, 8
33. CCCS(=O)(=O)N1CCC(C(=O)NCc2ccco2)CC1
    -0.1, 7, -0.013, -2, -0.1, 103, -0.23, -28, 1
34. CC(CCc1ccccc1)NC(=O)c1cc2sccc2n1C (centres undefined)
    -0.5, 16, -0.17, -11, -0.1, 123, -0.74, 13, 1
35. CCN1C(=O)c2cccc3c(NC(=O)C(C)(C)C)ccc1c23
    8.6, 18, -0.59, -6, -0.4, 124, 0.83, -3, -2
36. COc1cccc(OCCNC(=O)c2cccc(OC)c2)c1
    -1.3, 12, 0.63, 0, 0.3, 90, -1.5, -13, 2
37. Cc1cccc(-n2c(N)c(C(=O)N3CCN(C)CC3)sc2=S)c1
    -1.2, 8, 0.12, 2, -0.4, 118, 0.028, 8, 3
38. O=S(=O)(NC1CCCC1)c1cccc(S(=O)(=O)N2CCC(n3nnc4ccccc43)CC2)c1
    -1.2, 1, -0.17, -2, -0.2, 87, 1.2, 22, 10
39. O=C(Nc1ccn(-c2ccccc2)n1)c1ccc(S(=O)(=O)N2CCCCCC2)cc1
    0.1, 15, -1.2, -6, -1.0, 119, -0.54, 36, 34*
40. CCOC(=O)c1c(C)oc(NC(=O)COc2ccc(Cl)cc2C)c1C#N
    -1.6, 3, -0.054, -8, -0.9, 88, -1.1, -21, -1

Reformatted tab-delimited: entries from further up
no.	mol	HTR1E agonist	HEK293 NFkB inh	M1 antagonist	HTR1E antagonist	S1P3 ag	HER2 expr 66K	M1 agonist	S1P1 ag pot	Jurkat viability
29	O=C(NC1CCCCC1)N1CCC(c2nc(-c3ccc(S(=O)(=O)N4CCCC4)cc3)no2)CC1	0.5	21	-0.6	1	-1.8	55	1.1	-13	9
30	CCOc1ccc(CSC2=NCCN2)cc1Cl	0.4	6	-1.3	11	-1.7	97	-0.86	5	6

Next structures follow.
Values run as follows: HTR1E agonist, HEK293 NFkB inh, M1 antagonist, HTR1E antagonist, S1P3 ag, HER2 expr 66K, M1 agonist, S1P1 ag pot, Jurkat viability
41. CS(=O)(=O)Nc1ccc(C(=O)NCCc2ccccc2)cc1
    0.1, 4, -0.014, 4, -0.3, 44, -0.012, 11, 8
42. COC(=O)c1cc(C(=O)OC)n(Cc2ccc(F)cc2)n1
    1.4, 18, 0.35, -5, 0.9, 99, 0.8, -16, -8
43. Cn1cccc1Cc1nnc(SCC(N)=O)n1-c1ccc(F)cc1
    0.7, 6, -0.11, -5, -0.7, 101, 0.49, -3, -4
44. CCC(C)(C(=O)NC1CCCCC1)N(Cc1ccco1)C(=O)c1ccc2c(c1)OCO2 (centres undefined)
    -0.6, 21, 1.9, -6, -1.2, 78, 0.92, 3, 6
45. CC1(C)Oc2ccc(C(=O)NC3CCCC3)cc2N(CC(=O)N2CCOCC2)C1=O
    -1.2, 12, 0.21, 3, 0.2, 112, -0.77, -3, -5
46. Cc1cc2c(=O)n(CC(=O)N3CCN(c4ccc(F)cc4)CC3)cnc2s1
    -0.1, -9, -0.1, 1, -0.6, 92, -0.5, 2, -10
47. CC(=O)OC(C(=O)NCc1ccco1)c1ccncc1 (centres undefined)
    0.3, 17, 0.52, -6, -0.8, 99, 0.5, -8, -6
48. Cc1noc(C)c1COc1ccc(C(=O)NCc2ccccn2)cc1
    -0.7, 15, -0.056, -4, 0.4, 106, -0.73, -15, 1
49. O=C(c1cc(-c2ccc(O)cc2)on1)N1CCCc2ccccc21
    -1.1, -3, -0.6, 0, 0.2, 81, 0.025, 15, 1
50. CCn1c(SCC(=O)Nc2ccc(NC(C)=O)cc2)nnc1C1CC1
    0.3, 10, 0.28, -1, 0.7, 114, -0.72, -40, -2
51. CCN1C(=O)/C(=C2/Sc3ccc(OC)cc3N2C)SC1=Nc1cccc(O)c1
    4.4, 2, 0.54, 3, -1.6, 53, 0.0032, 8, 3
52. CN(C)c1ccc(NC(=O)CN2C(=O)CC(c3ccccc3)=Nc3ccccc32)cc1
    1.9, 23, -0.15, -2, -0.4, 75, -1.1, 4, -6
53. COc1cc(C2CC(=O)Nc3ccccc3S2)cc(OC)c1OC (centres undefined)
    -0.8, 11, -1.5, 6, ., 96, 5.9*, ., .
54. CC(C)(C)C1CCC(=O)C(C2(O)C(=O)Nc3ccccc32)C1 (centres undefined)
    -0.3, 0, 0.32, -6, 0.5, 105, 0.56, 2, -7
55. COc1ccc(NC(=O)CS(=O)CC(=O)Nc2ccc(OC)c(OC)c2)cc1 (centres undefined)
    -0.4, 6, 0.12, 13, -0.4, 93, 0.015, -10, -2

Screens deposited in PubChem by several laboratories.
